High-throughput results deposited in PubChem by several laboratories.
GPR7 antagonist = GPR7 receptor antagonists, primary screen, cell-based, fluorescence, single concentration | Neuropeptides B/W receptor type 1 (Homo sapiens), P48145 | GPR7-expressing cells, fluorescence antagonist assay | inhibition, % at 4.4 µM | actives 1.1% (n = 290,000) | AID 1861, 2009; in the data active = inhibition above about 16%, passing the limit was not always enough;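 also: cells stimulated with the agonist NPW; 0% = agonist with vehicle and 100% = vehicle without agonist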
IMP-1 inhibitor = IMP-1 metallo-beta-lactamase inhibitors, primary screen, biochemical, epi-absorbance readout, Pseudomonas aeruginosa enzyme; metallo-beta-lactamase IMP-1 (Pseudomonas aeruginosa); actives 0.45% (n = 290,000); inhibition, % at 5.6 µM; purified IMP-1, nitrocefin hydrolysis, epi-absorbance fluorescence;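 active = inhibition above the mean plus 3 SD of all compounds in the same screening run, cut at about 4.5% in these data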;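 also: 0% = IMP-1 with DMSO and 100% = DMSO wells lacking enzyme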
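System: purified IMP-1; amount: IMP-1 0.2 nM before substrate addition; compound: single dose, 5.6 µM; times: 25 °C, 15 min preincubation, 25 min reaction; signal: Epi-absorbance via hydrolysed-nitrocefin quenching of white-plate fluorescence, 480/530 nm, EDTA stop; benchmarks: DMSO with and without IMP-1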
IDE act = human IDE activators in live cells, primary screen, fluorescence polarization, HEK cells, FAbeta-B substrate. actives 0.073% (n = 340,000). Insulin-degrading enzyme (Homo sapiens), P14735. activation, % at 5.96 µM. FAbeta-B cleavage; 0% vehicle, 100% cell-free pure enzyme wells;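 active = activation above the mean of all tested compounds plus 3 SD, set per screening campaign, cut at about 17% in these data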
Target sequence (P14735 whole entry, looked up): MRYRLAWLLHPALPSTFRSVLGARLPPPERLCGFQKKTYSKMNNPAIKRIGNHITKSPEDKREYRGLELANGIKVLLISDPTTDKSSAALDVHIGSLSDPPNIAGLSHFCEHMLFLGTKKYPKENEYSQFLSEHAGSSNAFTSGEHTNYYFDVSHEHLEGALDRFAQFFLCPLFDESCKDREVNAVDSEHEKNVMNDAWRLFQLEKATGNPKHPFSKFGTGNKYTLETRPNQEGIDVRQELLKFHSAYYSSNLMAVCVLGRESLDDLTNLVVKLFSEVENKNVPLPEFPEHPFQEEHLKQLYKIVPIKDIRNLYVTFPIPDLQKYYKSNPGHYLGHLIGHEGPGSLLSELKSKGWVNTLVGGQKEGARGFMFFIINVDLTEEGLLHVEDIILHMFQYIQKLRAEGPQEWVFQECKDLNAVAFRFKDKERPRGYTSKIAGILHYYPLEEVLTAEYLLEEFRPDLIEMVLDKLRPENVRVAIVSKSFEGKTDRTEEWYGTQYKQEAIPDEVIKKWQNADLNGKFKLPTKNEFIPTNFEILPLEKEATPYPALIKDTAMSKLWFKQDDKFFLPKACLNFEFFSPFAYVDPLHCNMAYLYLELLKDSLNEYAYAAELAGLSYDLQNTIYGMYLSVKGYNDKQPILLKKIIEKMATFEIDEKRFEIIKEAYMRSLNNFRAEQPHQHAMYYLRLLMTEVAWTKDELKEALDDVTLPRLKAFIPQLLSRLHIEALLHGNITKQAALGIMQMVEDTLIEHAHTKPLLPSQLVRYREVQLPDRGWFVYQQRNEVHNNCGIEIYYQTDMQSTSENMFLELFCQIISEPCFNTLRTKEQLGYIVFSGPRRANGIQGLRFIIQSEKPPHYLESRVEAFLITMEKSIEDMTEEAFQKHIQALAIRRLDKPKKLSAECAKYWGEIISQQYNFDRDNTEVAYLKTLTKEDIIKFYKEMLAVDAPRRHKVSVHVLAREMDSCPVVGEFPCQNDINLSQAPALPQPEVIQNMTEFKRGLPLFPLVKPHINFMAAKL
M18AAP inhibitor = PfM18AAP inhibitors, malaria aminopeptidase, primary screen, biochemical, QFRET, recombinant enzyme | actives 1.2% (n = 290,000) | inhibition, % at 7.35 µM | H-Glu-NHMec fluorogenic cleavage | AID 1822, 2009 | M18 aspartyl aminopeptidase (Plasmodium falciparum 3D7);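 active = inhibition above the campaign mean inhibition over all tested compounds plus 3 SD, cut at about 28% in these data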;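 also: 0% = plate median of test compound wells and 100% = 2 mM ZnCl2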
IDE inh = human IDE inhibitors in live cells, primary screen, fluorescence polarization, HEK cells, FAbetaB substrate. AID 434962, 2010. actives 0.41% (n = 320,000). Insulin-degrading enzyme (Homo sapiens), P14735. inhibition, % at 5.59 µM. FAbetaB cleavage;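 active = percent inhibition above the average of all tested compounds plus 3 SD, set per screening campaign, cut at about 16% in these data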;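 also: IDE supplied by intact live HEK cells; FP after avidin binding of uncleaved biotin substrate so inhibition keeps polarization high; 0% = DMSO wells and 100% = 60 µM reference IDE inhibitor Ii1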
PHOSPHO1 inh = PubChem AID 1565; Phosphoethanolamine/phosphocholine phosphatase (Homo sapiens), Q8TCT1; recombinant PHOSPHO1, absorbance phosphatase assay; inhibition, % at 13.3 µM; actives 1.1% (n = 290,000); in the data active = inhibition above about 60%
VIM-2 inhibitor = VIM-2 metallo-beta-lactamase inhibitors, primary screen, biochemical, epi-absorbance readout, Pseudomonas aeruginosa enzyme; purified VIM-2, nitrocefin hydrolysis, epi-absorbance fluorescence; actives 0.89% (n = 290,000); inhibition, % at 5.6 µM; AID 1527, 2009;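 active = inhibition above the mean of all tested compounds plus 3 SD, cutoff set per screening run, cut at about 7.5% in these data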;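 also: red hydrolysis product quenches plate fluorescence so inhibitors raise well fluorescence; 0% = enzyme with DMSO and 100% = DMSO without enzyme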
NALP1 yeast inh = NALP1 inflammasome inhibitors in reconstituted yeast, colorimetric, S. cerevisiae, triplicate retest; S. cerevisiae NALP1/ASC/caspase-1 growth, X-gal OD620, 72 h; inhibition, % at 10 µM; actives 0.61% (n = 280,000); AID 2071, 2009; in the data active = inhibition mostly above about 24%, no sharp cut-off; inactive = mostly below about 32%; also: some compounds called inactive have numbers as strong as hits
p-CIP stab down = p/CIP-EGFP fusion destabilizers, primary screen, fluorescence, F442A cells; decrease of EGFP signal, % at 10 µM; actives 0.01% (n = 290,000); 16 h; AID 1984, 2009;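 active = EGFP signal decrease of at least 30% at 10 µM or well 3 SD below plate mean, unless failing retest; inactive = the rest, including hits failing retest or dose response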; also: some compounds called inactive have numbers as strong as hits; many of its hits are not listed in these tables
The depositor's hits bear a star; . = not tested or not shown.

SMILES	GPR7 antagonist	IMP-1 inhibitor	IDE act	M18AAP inhibitor	IDE inh	PHOSPHO1 inh	VIM-2 inhibitor	NALP1 yeast inh	p-CIP stab down
CCC(CC)C(=O)Nc1nnc(SCC(=O)NC(C)(C)C)s1	-8	-2.3	5	2	7	32	2.2	11	0
Cc1cc(=O)oc(C)c1C(=O)OCC(=O)c1ccc(Br)cc1	-8	0.5	2	-6	8	0	-0.8	29	0
Cc1ccc2nc(C3CCCN3Cc3nc(CCC(C)C)no3)[nH]c2c1 (stereo not drawn)	-13	-3.0	2	2	10	50	-4.2	10	1
COC(=O)C1Cc2c([nH]c3ccccc23)C2(CCN(Cc3ccccc3)CC2)N1 (stereo not drawn)	11	-1.8	4	-15	1	20	-1.3	12	-15
O=C(CN1CCc2ccccc21)NN1CC(=O)N(c2ccccc2)CC1=O	-2	-1.4	5	-5	3	-3	-1.4	8	-8
CCCCN1CCc2c([nH]c3ccc(C)cc23)C1=O	-9	-1.6	3	-1	6	-5	-3.0	-5	1
COc1ccc(/C=C2\N=C(C(C)(C)C)OC2=O)c(OC)c1	1	-1.7	12	1	-1	38	-1.1	6	5
c1ccc(SCCOCCN2CCOCC2)cc1	1	-2.9	0	-5	0	19	0.3	6	0
COc1ccc(NC(=O)C(=O)N2N=C3CCCCC3C2(O)C(F)(F)F)cc1 (stereo not drawn)	-5	-4.2	2	5	1	13	-5.2	-16	-11
CCCc1cc(=O)[nH]c(/N=C(/NC(=O)C(C)N2C(=O)c3ccccc3C2=O)Nc2ccccc2)n1 (stereo not drawn)	-15	-0.8	4	7	0	2	-1.3	9	-5
CC[C@H](C)[C@H](NC(N)=O)C(=O)Nc1ccc(NC(C)=O)cc1	-13	-2.7	4	1	-2	51	-3.0	2	-5
Cn1c(CCN2CCOCC2)nc2cc(NC(=O)COc3ccc(Cl)cc3)ccc21	-13	-1.4	0	-2	4	-50	-1.7	-2	-4
C/C=C/C=C(/NC(=O)c1ccccc1)C(=O)Nc1ccccc1	-19	-2.4	-1	3	.	51	-1.8	3	-3
Cc1cc(C(=O)COC(=O)c2cccn2C)c(C)n1Cc1ccco1	-3	-1.9	2	0	6	40	-2.1	18	4
C#CCOCCOCCOCCNc1nc(N2CCN(C(=O)C([C@@H](C)CC)n3cc(C(N)Cc4ccc(O)cc4)nn3)CC2)nc(N2CCN(C(=O)[C@H](CCC(=O)O)n3cc(C(N)[C@H](C)CC)nn3)CC2)n1 (stereo partly drawn)	-17	-2.1	3	-5	3	16	-2.4	-12	-6
CN(c1ccc(OCC(=O)OCC(=O)Nc2cccc([N+](=O)[O-])c2)cc1)S(=O)(=O)c1ccc(F)cc1	-7	-2.5	3	5	-3	18	-3.1	7	6
CCOC(=O)C1=C(C)NC(C)=C(C(=O)OCC)C1C(=O)OCC(=O)N1CCc2ccccc21	-2	-3.9	-6	0	4	-4	0.5	23	8
Fc1cccc(NC(=S)NCCc2ccccc2)c1	3	-1.7	5	0	13	-5	-0.6	6	-1
Cc1nc2ccc(S(=O)(=O)NCC(=O)N3CCCCC3)cc2s1	-15	-1.0	5	2	4	-7	-2.6	10	-4
O=C(Nc1cccc(Cl)c1)Nc1cc(S(=O)(=O)N2CCCCC2)ccc1Cl	-8	-1.0	6	-2	2	3	-2.6	38	-10
CCCCCCC1C(C#N)=C(N)OC2=C1C(=O)CCC2 (stereo not drawn)	-1	-1.3	4	4	0	20	-5.9	.	0
CC#CCN(CC#CC)S(=O)(=O)c1ccc(-n2cnnn2)c(OC)c1	24*	-3.4	3	9	6	12	1.0	9	8
COc1ccc(OC)c(NC(=O)Cn2c(C)nc3ccccc3c2=O)c1	4	-1.4	1	-14	4	41	-0.5	-7	-13
O=C(NC(=O)c1c(F)cccc1F)O/N=C1\CCCc2occc21	-8	-2.8	6	-3	2	48	-0.9	.	-4
Cc1c(NC(=O)Nc2cccs2)cccc1[N+](=O)[O-]	36*	0.2	-7	15	-1	-10	0.8	-1	-9

The listing continues:
SMILES	GPR7 antagonist	IMP-1 inhibitor	IDE act	M18AAP inhibitor	IDE inh	PHOSPHO1 inh	VIM-2 inhibitor	NALP1 yeast inh	p-CIP stab down
Cn1c(=O)[nH]c(=O)c2c1nc(SCC(O)CCl)n2Cc1ccccc1 (stereo not drawn)	-18	-1.8	1	4	3	9	0.3	1	14
CCc1ccc(Nc2ncnc3nc[nH]c23)cc1	-12	-3.6	-4	2	-8	46	-2.9	.	-6
COc1cc(C(C)=O)ccc1Oc1ncnc2c1cnn2-c1cccc(Cl)c1	-5	-3.2	2	-8	7	3	-0.4	26	4
Cc1ccc2cccc(S(=O)(=O)n3nc(C)cc3C)c2n1	-6	-1.2	4	-8	-3	2	-0.7	4	-13
O=C(NCCN1CCOCC1)c1ccc(CS(=O)(=O)c2ccc(Br)cc2)o1	-21	-2.6	-1	-5	-1	.	-1.5	.	.
CC1(C)Cc2cccc(OCC(=O)OCC(=O)NCc3ccccc3)c2O1	-5	0.3	3	-10	2	.	-1.7	14	-5
NCCCC[C@@H]1NC(=O)[C@H](CCC(=O)O)NC(=O)c2cc([N+](=O)[O-])cc(I)c2NCC[C@@H](C(N)=O)NC1=O	-3	-1.3	-1	6	5	-9	1.7	24	1
Cc1ccccc1N(C(=O)c1ccccn1)C(C(=O)NCc1ccccc1)c1cccnc1 (stereo not drawn)	-18	-4.4	1	4	4	40	-4.9	-7	8
CC(C)NC(=O)CC(=O)NN=C1CCCCC1	-6	-3.2	4	5	-1	32	-4.0	6	-8
COc1ccc(OC2C(=O)N(c3cc(C)ccc3C)C2c2ccc(OC)c(OC)c2)cc1 (stereo not drawn)	3	-2.9	4	-7	0	0	-1.9	14	-1
O=C(NCc1ccc(F)cc1)C(c1ccc(Cl)cc1)N(C(=O)c1csnn1)C1CC1 (stereo not drawn)	13	-0.7	3	-2	2	-13	-0.5	5	2
COc1cc(NC(=O)COC(=O)/C=C/c2ccccc2Cl)cc(OC)c1	-1	-0.2	6	-6	-4	-4	-2.8	-47	3
CCN(CC(=O)Nc1ccc2c(c1)OCCO2)Cc1cc(=O)oc2cc(C)c(C)cc12	6	-1.7	7	2	8	4	-0.9	33	-12
CC1=C(C#N)C(c2cccnc2)C2=C(N1)c1ccccc1C2=O (stereo not drawn)	-1	0.5	1	-8	-4	23	6.2	-13	-9
COc1ccc(C(=O)Nc2ccc(S(=O)(=O)N3CCCCC3C)cc2)c(OC)c1OC (stereo not drawn)	-1	-4.2	3	1	1	18	-1.6	11	-1
COC(=O)c1c(C)nc2c(c(SC)nn2-c2ccccc2)c1N	-8	-2.5	1	-7	3	-16	-2.3	10	-34
COc1ccc(C(NC(=O)c2c(F)c(F)c(F)c(F)c2F)c2ccccc2)cc1 (stereo not drawn)	31*	-3.0	0	1	1	-9	-3.5	21	6
COc1ccc(C(=O)OCC(=O)Nc2ccc([N+](=O)[O-])cc2OC)c(O)c1	2	-3.5	-4	-8	2	47	-2.0	-14	-2
O=C(NCc1cccnc1)c1ccc(CN2CCc3ccccc3C2)cc1	-6	-1.4	1	1	9	-13	3.2	-97	-20
COc1cc(/C=N/n2c(C3CCCCC3)n[nH]c2=S)cc(Br)c1O	-6	-2.4	-16	20	-18	0	0.3	-6	6
O=C(Nc1ccc(F)cc1F)c1ccc(COc2c(F)c(F)cc(F)c2F)o1	-7	-1.8	-2	1	-2	-38	-1.0	0	3
CN(C)/C=C/C=C1C(=O)CCCC1=O	-3	-2.7	4	5	-1	-13	-2.6	7	8
CCOc1ccc(/C(O)=C2/C(=O)C(=O)N(Cc3cccnc3)C2c2ccc(N(C)C)cc2)c(C)c1 (stereo not drawn)	6	-0.2	7	0	-2	36	-1.2	12	2
Cc1ccc2oc(=O)c3cnn(CC(=O)N4CCN(c5ccccn5)CC4)c3c2c1	-8	-0.5	5	-1	-4	-5	0.1	6	-10
COC(=O)c1cccc(NC(=S)NCCC2=CCCCC2)c1	8	-4.6	2	-6	5	-76	-3.1	-6	-20

Next section; the last three above are carried over.
SMILES	GPR7 antagonist	IMP-1 inhibitor	IDE act	M18AAP inhibitor	IDE inh	PHOSPHO1 inh	VIM-2 inhibitor	NALP1 yeast inh	p-CIP stab down
CCOc1ccc(/C(O)=C2/C(=O)C(=O)N(Cc3cccnc3)C2c2ccc(N(C)C)cc2)c(C)c1 (stereo not drawn)	6	-0.2	7	0	-2	36	-1.2	12	2
Cc1ccc2oc(=O)c3cnn(CC(=O)N4CCN(c5ccccn5)CC4)c3c2c1	-8	-0.5	5	-1	-4	-5	0.1	6	-10
COC(=O)c1cccc(NC(=S)NCCC2=CCCCC2)c1	8	-4.6	2	-6	5	-76	-3.1	-6	-20
COC(=O)[C@@H]1C[C@@]2(O)[C@H](O)[C@H](O)[C@H](O)C[C@H]2N1Cc1ccc(C(F)(F)F)cc1	.	.	6	.	1	40	.	.	-2
CCN(CC)CCNC(=O)c1ccc(NC(=O)c2c(C)nn(-c3ccc(F)cc3)c2Cl)cc1	-15	-2.2	-3	3	3	32	-2.1	-9	-1
O=C(CSc1nncn1-c1cccnc1)Nc1cccc([N+](=O)[O-])c1	-5	-2.4	-3	-3	4	31	-2.6	14	-6
CC(C)CC(=O)N1CCN(Cc2ccccc2Cl)CC1	-9	0.7	-5	-3	4	19	-0.5	25	3
CC(=O)N1CCCc2cc(S(=O)(=O)N(C)CCC#N)ccc21	-17	-3.5	4	1	3	-2	-2.9	-2	-19
CCOc1ccc(C(=O)C(CN2CCOCC2)c2ccccc2)cc1 (stereo not drawn)	13	-2.4	2	-1	4	-15	-1.4	84*	14
COc1cccc(CC2(CO)CCCN(Cc3ccc(-c4ccco4)cc3)C2)c1 (stereo not drawn)	-4	-0.6	-3	-8	2	37	1.6	14	-8
COc1ccc(CCN(C)C(=O)Cc2ccc(-c3ccccc3)cc2)cc1OC	10	8.5*	4	1	-1	6	-2.0	19	-34
COc1ccc2nc(/N=C\N(C)C)sc2c1	-7	-3.9	2	-5	4	45	-3.5	16	-9
CCCCNc1ccc(S(N)(=O)=O)cc1[N+](=O)[O-]	-12	-3.7	.	1	2	-6	-3.5	11	7
COC(=O)C(C(=O)OC)C(C[N+](=O)[O-])c1ccc(OC)cc1 (stereo not drawn)	-14	-2.5	1	-8	-2	4	0.1	-11	-6
CN(C)S(=O)(=O)c1ccc(C(=O)Nc2cc3c(cc2C(=O)O)OCCCO3)cc1	-1	-1.3	7	0	-1	24	0.5	11	-2
O=C1[C@@H]2Cc3c([nH]c4ccccc34)CN2C(=O)CN1CCCO	4	-1.5	-1	-6	-1	34	-2.7	3	-7
Cc1nn(-c2ccccc2)c(N2CCCC2)c1C=O	4	-1.0	0	-7	4	16	1.4	7	-4
O=C1Nc2ccc(Br)cc2C1=Nc1ccc(-c2nnc3n2CCCCC3)cc1	7	-3.1	.	-5	0	-4	-0.1	0	-7
